# Screens deposited in PubChem by several laboratories.
# KRASV12 cytotoxicity: viability loss of HPDE-C7K cells – cell-based, fluorescence, HTS, primary screen (AID 431); HPDE-C7K KRASV12 cells, Alamar Blue viability, 48 h; higher % means a stronger effect; 1.7% of 63,000 active; one-dose cytotoxicity, % at 10 µM; EC50 in µM for titrated hits;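 active = compounds whose percent cytotoxicity in the single-dose primary screen, scaled between solvent and toxic-drug controls, exceeds 50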;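 also: 0% = DMSO solvent wells and 100% = doxorubicin-treated wells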
# MK inhibit: S. pneumoniae mevalonate kinase inhibition; purified MK, PK/LDH-coupled NADH absorbance 340 nm; AID 555; inhibition, % at 10 µM; 0.48% of 65,000 active;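 active = ranked among the strongest by inhibition in the single 10 µM screen, a fixed top-ranked set picked for dose follow-up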; also: no value below 0 was filed
# LYP inhibition: inhibition of human PTPN22 tyrosine phosphatase – biochemical, DiFMUP fluorescence, recombinant catalytic domain, 10 µM, primary screen (AID 606). recombinant LYP catalytic domain, DiFMUP fluorescence; higher % means a stronger effect. inhibition, % at 10 µM; hits with a dose series show IC50 in µM. 52,000 tested, under 10 active;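 active = IC50 under 40 µM in the dose-response test; inactive = IC50 of 40 µM or more, or never dose-tested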
# PMK inhibit: inhibitors of Streptococcus pneumoniae phosphomevalonate kinase | purified PMK, PK/LDH-coupled NADH absorbance 340 nm | inhibition, % at 10 µM | 0.49% of 65,000 active | AID 539;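 active = top-ranked compounds by inhibition in the single 10 µM screen, taking a fixed number of the strongest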;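 also: 0% = full reaction with DMSO carrier and 100% = background rate without enzyme reaction; no value below 0 was filed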
# Alkaline phosphatase: inhibition of tissue-nonspecific alkaline phosphatase – biochemical, luminescent (AID 518). purified TNAP enzyme, luminescent substrate readout; higher % means a stronger effect. 0.09% of 64,000 active. inhibition, % at 20 µM; hits with a dose series show IC50 in µM; in the data active = a potency from the dose series; inactive = the rest, 99 in 100 with inhibition below about 22%;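 also: plate controls were vehicle for no effect and reference inhibitor for full effect; many of its hits are not listed in these tables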
# Bfl-1 displacement: Bfl-1 inhibitors, primary screen, biochemical, fluorescence polarization, FITC-Bid, mouse (AID 432); FITC-Bid BH3 peptide fluorescence polarization displacement; higher % means a stronger effect; one-dose displacement, % at 20 µM; IC50 in µM for titrated hits; 0.02% of 64,000 active; in the data active = a potency from the dose series; inactive = the rest, 99 in 100 with displacement below about 15%; also: strong numbers were not always called active
# HPDE-C7 cytotoxicity: HPDE-C7 pancreatic duct cell viability loss – fluorescence, HTS (AID 430). 1.8% of 63,000 active. one-dose cytotoxicity, % at 10 µM; EC50 in µM for titrated hits. HPDE-C7 pancreatic duct cells viability, fluorescence; higher % means a stronger effect;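 also: cells exposed to compound for 48 hours before viability readout; 0% = vehicle and 100% = reference cytotoxic drug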
# DPM-DC inhibit: blocks S. pneumoniae diphosphomevalonate decarboxylase | calls only at 10 µM | 0.49% of 65,000 active | purified DPM-DC, PK/LDH coupled NADH fluorescence | AID 556;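 active = the 320 compounds with the highest percent inhibition in the single-dose primary screen, excluding strongly autofluorescent ones, cut at about 32% in these data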;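 also: kinetic rate of NADH fluorescence loss reporting ADP formed by the decarboxylase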
# HT1080 viability: HT1080 cell viability loss – fluorescence readout (AID 620). HT1080 viability, fluorescence; higher % means a stronger effect. cytotoxicity, % at 10 µM; hits with a dose series show EC50 in µM. 0.42% of 87,000 active;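 also: cells exposed to compound overnight then 4 h with Alamar Blue; 0% = vehicle DMSO and 100% = killing control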
# PMK inhibit pilot replicates: second read-out of PMK inhibit, no call of its own (marks repeat the call); inhibition, %; measured here: pilot screen replicates
# MK inhibit pilot replicates: second read-out of MK inhibit, no call of its own (marks repeat the call); inhibition, %; measured here: pilot screen replicates
# DPM-DC inhibit pilot screen %: second read-out of DPM-DC inhibit, no call of its own (marks repeat the call); inhibition, %; measured here: pilot screen trials
# * hit, by the source's call; i = inactive; . = not tested or not shown. Rule as the data show it, unless noted: active = cytotoxicity above about 50%; inactive = the rest.
SMILES,KRASV12 cytotoxicity,MK inhibit,LYP inhibition,PMK inhibit,Alkaline phosphatase,Bfl-1 displacement,HPDE-C7 cytotoxicity,DPM-DC inhibit,HT1080 viability,others
CCCN1CCN(c2ncnc3c2nnn3Cc2ccccc2)CC1,42%,0,-25%,4,12%,-4%,30%,i,0%,
COc1ccc(S(=O)(=O)Nc2ccc3c(c2)OCO3)cc1Cl,30%,7,.,8,21%,-4%,25%,i,-4%,PMK inhibit pilot replicates=2.0;MK inhibit pilot replicates=1.0;DPM-DC inhibit pilot screen %=2.0
O=C(c1ccccc1)c1ccc2nc(N3CCN(C(=O)c4ccco4)CC3)c3nncn3c2c1,5%,7,7%,2,0%,6%,2%,i,-2%,
O=C(CSc1ccc(Cl)cc1)OCc1nnc(-c2ccccc2)o1,-1%,0,-15%,19,18%,-5%,-8%,i,3%,PMK inhibit pilot replicates=0.0;MK inhibit pilot replicates=16;DPM-DC inhibit pilot screen %=4.0
N#CCCN(C(=O)CSc1ccc2c(c1)OCCO2)c1ccccc1,6%,0,3%,19,10%,-3%,-6%,i,4%,
CCN1CCN(C(=O)C2c3cc(OC)c(OC)cc3C(=O)N(C)C2c2ccc(SC)cc2)CC1 (stereo not given),-4%,4,16%,0,7%,5%,-10%,i,-1%,
CCC1Sc2ccccc2N(CC(=O)NCc2ccc3c(c2)OCO3)C1=O (stereo not given),-11%,0,9%,1,5%,1%,-10%,i,4%,
Cc1cc(-c2cccs2)n[nH]1,-4%,0,7%,0,18%,0%,-4%,i,0%,
CN(c1ccccc1C(=O)Nc1ccccc1C(=O)NCc1ccco1)S(C)(=O)=O,-6%,7,2%,4,-3%,-4%,-6%,i,2%,
Cc1noc(C)c1S(=O)(=O)N(CC(=O)Nc1ccc2c(c1)OCO2)c1ccc(C(C)C)cc1,-3%,10,-2%,10,3%,-4%,3%,i,-12%,
O=C(CSc1ncc(C(F)(F)F)cc1Cl)N1CCN(S(=O)(=O)c2ccccc2)CC1,19%,5,1%,11,4%,1%,17%,i,12%,
CCNC(=O)C1CC(=O)N(c2ccc(Br)cc2)C1 (stereo not given),-9%,1,3%,0,9%,-7%,-12%,i,-1%,
Cc1ccc2c(COC(=O)C3=COCCO3)cc(=O)oc2c1,-3%,5,.,15,-15%,4%,3%,i,-3%,
Cc1ccc(OCc2nnc(SCC(=O)N3CCOCC3)n2C)cc1,5%,2,-17%,8,8%,1%,0%,i,-5%,PMK inhibit pilot replicates=0.0;MK inhibit pilot replicates=0.0;DPM-DC inhibit pilot screen %=0.0
CCCCC(=O)c1c(C)cc(C)[nH]c1=O,2%,0,-19%,8,11%,-9%,-4%,i,-2%,
Cc1cc2cc(CN3C(=O)c4ccccc4C3=O)ccc2[nH]1,.,7,7%,10,.,.,.,i,14%,
CCOC(=O)c1ccccc1NC(=O)c1cc(S(=O)(=O)N2CCOCC2)ccc1F,-4%,1,.,22,9%,-4%,-5%,i,6%,
Cc1cc(C(F)(F)F)nc(Nc2nc(C)c3ccccc3n2)n1,6%,4,-14%,0,5%,-3%,-6%,i,2%,
CC1Cc2ccccc2N1S(=O)(=O)c1cnc[nH]1 (stereo not given),8%,7,.,14,33%,0%,3%,i,1%,
CCOC(=O)C1CCN(C(=O)COc2ccc(S(=O)(=O)NC(C)C)cc2Cl)CC1,-8%,2,-1%,1,13%,-2%,-25%,i,1%,PMK inhibit pilot replicates=5.5;MK inhibit pilot replicates=0.0;DPM-DC inhibit pilot screen %=7.0
CC1CC(C)CN(CCCNC(=O)c2ccc(CS(=O)(=O)Cc3ccccc3F)o2)C1 (stereo not given),-8%,4,25%,17,3%,6%,-15%,i,0%,
C=CCN(C(=O)Cn1nnc2ccccc21)C(C(=O)NCCOC)c1ccc(OC)cc1OC (stereo not given),-13%,9,3%,15,2%,-11%,-12%,i,3%,
CCOc1ccc(-c2cc(CCCC(=O)NCCCOC)no2)cc1,-1%,6,3%,13,4%,-3%,-8%,i,.,
Cc1ccccc1NCN1C(=O)C2C3C=CC(C3)C2C1=O (stereo not given),-23%,4,-1%,14,13%,3%,-14%,i,6%,
Cc1cc(O)c(C2(C(F)(F)F)NCCNC2=O)cc1C (stereo not given),10%,1,13%,11,8%,-4%,5%,i,2%,PMK inhibit pilot replicates=3.0;MK inhibit pilot replicates=7.0;DPM-DC inhibit pilot screen %=7.5

# The final three compounds of the section before open the next one:
SMILES,KRASV12 cytotoxicity,MK inhibit,LYP inhibition,PMK inhibit,Alkaline phosphatase,Bfl-1 displacement,HPDE-C7 cytotoxicity,DPM-DC inhibit,HT1080 viability,others
CCOc1ccc(-c2cc(CCCC(=O)NCCCOC)no2)cc1,-1%,6,3%,13,4%,-3%,-8%,i,.,
Cc1ccccc1NCN1C(=O)C2C3C=CC(C3)C2C1=O (stereo not given),-23%,4,-1%,14,13%,3%,-14%,i,6%,
Cc1cc(O)c(C2(C(F)(F)F)NCCNC2=O)cc1C (stereo not given),10%,1,13%,11,8%,-4%,5%,i,2%,PMK inhibit pilot replicates=3.0;MK inhibit pilot replicates=7.0;DPM-DC inhibit pilot screen %=7.5
COc1cccc(Cn2cccc(NC(=O)NC3CCCCC3)c2=O)c1,-16%,12,.,2,14%,-1%,-18%,i,-3%,
NC(=O)C1(N2CCCCC2)CCN(C(=O)c2ccccc2)CC1,-14%,5,16%,0,-1%,5%,-10%,i,7%,
COc1cccc(C2NC(=O)NC(C)=C2C(=O)Nc2ccc(C)cc2)c1OC (stereo not given),12%,2,2%,0,-6%,-3%,1%,i,3%,
COc1ccc(N2CCN(C3CC(=O)N(c4ccc5c(c4)OCCO5)C3=O)CC2)cc1 (stereo not given),-7%,6,14%,9,13%,-8%,-11%,i,-4%,
Cc1noc(C)c1S(=O)(=O)N1CCN(C(c2ccccc2)c2ccc(Cl)cc2)CC1 (stereo not given),6%,6,-5%,9,8%,5%,-3%,i,-7%,
Cc1noc(NS(=O)(=O)c2ccc(NC(=O)CSc3nc4ccccc4[nH]3)cc2)c1C,8%,8,8%,10,10%,3%,7%,i,-4%,
CCn1cnc2cc(NCc3cccc(OC)c3O)ccc21,4%,14,10%,2,16%,6%,-1%,i,5%,PMK inhibit pilot replicates=2.0;MK inhibit pilot replicates=0.0;DPM-DC inhibit pilot screen %=3.5
COC(=O)c1ccc(Oc2ccc3nnc(C)n3n2)cc1,-7%,4,9%,0,9%,0%,-7%,i,-1%,
COCCOC(=O)c1c(NC(=O)CN2CCOCC2)sc(C(N)=O)c1C,10%,5,2%,13,5%,-2%,-4%,i,-4%,
Cc1ccc(C(=O)NCc2ccc3c(c2)OCO3)cc1S(=O)(=O)N1CCCCC1,-6%,5,0%,2,8%,-4%,-14%,i,4%,PMK inhibit pilot replicates=0.0;MK inhibit pilot replicates=0.0;DPM-DC inhibit pilot screen %=0.0
Fc1ccc(CSc2nnc(-c3cnccn3)n2Cc2ccco2)cc1,.,7,6%,10,10%,-4%,.,i,14%,
CCOC(=O)c1cnn(-c2ncnc3sc4c(c23)CCC4)c1N,7%,0,.,15,1%,-5%,5%,i,13%,
CCC(=O)Nc1c2c(nn1-c1cccc(Cl)c1)CSC2,-4%,2,.,7,5%,-6%,-13%,i,1%,
O=C(NC1CCCC1)c1csc2c1CCCC2,-16%,6,11%,14,0%,-3%,8%,i,9%,
COc1ccccc1-c1nnc(SCC(=O)Nc2ccccc2)o1,3%,0,2%,11,1%,1%,-3%,i,-5%,
CC1Cc2cc(/C(O)=C3/C(=O)C(=O)N(CCN4CCOCC4)C3c3cccc(Cl)c3)ccc2O1 (stereo not given),.,15,-1%,10,0%,0%,.,i,1%,
CNC(=O)c1cc2c(s1)CCCCCC2,-3%,3,-13%,9,7%,-2%,-7%,i,2%,
CCOC(=O)c1ccc(NC(=O)CCc2c(C)nc3ncnn3c2C)cc1,0%,5,3%,8,13%,8%,6%,i,-10%,PMK inhibit pilot replicates=0.0;MK inhibit pilot replicates=0.0;DPM-DC inhibit pilot screen %=0.0
CS(=O)(=O)N(CCc1ccccc1)CC(=O)N1CCCCC1,-13%,7,12%,9,8%,-19%,-6%,i,5%,
O=C(N1CCOCC1)N1CCCN(C(=O)N2CCOCC2)CC1,-2%,9,13%,0,7%,-3%,-5%,i,6%,
CC(=O)c1cccc(NC(=O)c2c(F)c(F)c(F)c(F)c2F)c1,-3%,0,10%,12,8%,-8%,-2%,i,8%,
CCc1ccc(NC(=O)CSc2nnc(Cc3cccn3C)n2-c2ccc(OC)cc2)cc1,26%,8,-1%,10,5%,4%,23%,i,4%,PMK inhibit pilot replicates=1.5;MK inhibit pilot replicates=2.5;DPM-DC inhibit pilot screen %=1.5
CCOCc1nnc(NC(=O)COC)s1,-4%,0,0%,11,9%,3%,2%,i,16%,
Cc1nc(C)c(C(=O)Nc2ccc(C)c(F)c2)o1,-9%,9,3%,1,18%,-3%,-16%,i,13%,PMK inhibit pilot replicates=5.0;MK inhibit pilot replicates=0.5;DPM-DC inhibit pilot screen %=1.5
CCOC(=O)N1CCC(NC(=O)c2ccc(OC)c(CN3CC(=O)N4CCCC4C3=O)c2)CC1 (stereo not given),-5%,3,7%,0,5%,2%,-2%,i,0%,PMK inhibit pilot replicates=3.0;MK inhibit pilot replicates=0.0;DPM-DC inhibit pilot screen %=3.0
SMILES,KRASV12 cytotoxicity,MK inhibit,LYP inhibition,PMK inhibit,Alkaline phosphatase,Bfl-1 displacement,HPDE-C7 cytotoxicity,DPM-DC inhibit,HT1080 viability,others
Cc1ccc2cc(CCNS(=O)(=O)c3ccc(F)cc3)c(=O)[nH]c2c1,4%,7,12%,12,12%,0%,2%,i,-6%,
CN(C)/C=C/C(=O)c1nnn(C2CCCCC2)c1NC1CCCCC1,.,6,.,6,0%,-2%,.,i,-2%,
CCN(CC)S(=O)(=O)c1cccc(C(=O)Nc2nncs2)c1,0%,1,2%,9,8%,-2%,-14%,i,-2%,
CCOCCCNC(=O)c1ccc(CS(=O)(=O)Cc2ccc(C)cc2)o1,-1%,2,-2%,12,-2%,1%,1%,i,-4%,
CC(C)(C)C(=O)Oc1cc(N)n(S(=O)(=O)c2ccc(F)cc2)n1,3%,3,.,1,2%,-1%,3%,i,2%,
O=C(NCCO)c1cc2ccccc2c(=O)s1,6%,0,.,21,14%,-1%,5%,i,2%,
CCOc1ccc(C(=O)NCCN(C)C)cc1,-15%,5,15%,9,10%,-1%,-10%,i,-2%,
CC(C)OC(=O)CN1C(=O)c2ccccc2C1=O,7%,11,2%,32*,-6%,5%,7%,i,1%,
CN(C)c1ccc(C(C(=O)NC(C)(C)C)N(C(=O)c2csnn2)C2CC2)cc1 (stereo not given),1%,6,9%,10,7%,1%,-12%,i,-6%,
O=C(CN1CCN(C(=O)c2ccccc2)CC1)Nc1ncc(Br)cc1Br,-10%,4,4%,11,10%,-4%,-15%,i,6%,PMK inhibit pilot replicates=0.5;MK inhibit pilot replicates=0.0;DPM-DC inhibit pilot screen %=0.0
O=C(O)c1ccc(COc2cccc(CO)c2)cc1,6%,8,-3%,3,4%,-8%,1%,i,-3%,
CCCOc1ccc(-c2nc(C#N)c(N3CCN(C)CC3)o2)cc1,3%,4,-6%,0,5%,-9%,-9%,.,-1%,
